Mot1-301 SUMO: SUMOylation pathway inhibition by Mot1-301 growth rescue; growth rescue, % at 18.8 µM; AID 2716; S. cerevisiae Mot1-301 growth rescue, ATP luminescence, 38.5C; percent above DMSO median, 100 means doubled; actives 1% (n = 320,000);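 active = every valid replicate shows activation above 250% relative to neutral control wells; inactive = the rest, any valid replicate at or below 250%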;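 note: OY570 slx delta 5 strain wells were the positive control but not used for scaling; some compounds called inactive have numbers as strong as hits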
Tat transport: inhibitors of E. coli Tat protein transport; actives 0.036% (n = 340,000); inhibition, % at 10 µM; E. coli MC4100 TorA-mCherry Tat export, fluorescence;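 active = mean replicate inhibition at least 50% and at least half of replicates individually reaching 50%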;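 note: exported cargo escapes ClpAP degradation while cytoplasmic cargo is degraded and loses fluorescence; 0% = median of neutral control wells and 100% = median of NaSCN control wells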
MOR-DOR ag: agonists of human mu-delta opioid receptor heterodimerization; actives 0.3% (n = 340,000); activation, % at 9.3 µM; AID 504326; cells, OPRM1-OPRD1 heterodimerization, luminescence; in the data active = activation above about 18%;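 note: 0% = vehicle-treated cells and 100% = reference agonist; values of inactives mirror those of a sister screen read the other way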
PfHsp90 yeast 2: reduces growth (ATP signal) of yeast expressing P. falciparum Hsp90. actives 0.32% (n = 310,000). inhibition, % at 9.4 µM. S. cerevisiae expressing PfHsp90, BacTiter-Glo ATP, 48 h; yeast lacking PDR1 and PDR3 efflux regulators. AID 504621;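 active = every replicate shows inhibition above about 80%, whatever the replicate mean, limit read from the data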;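 note: 0% = DMSO neutral controls and 100% = 20 µM radicicol positive controls; yeast relying on Plasmodium falciparum Hsp90 in place of its own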
phage Ecoli inh: E. coli growth loss with phage present; growth absorbance; inhibition, % at 11.9 µM; actives 0.26% (n = 360,000); in the data active = inhibition above about 11%
Arrestin-AP2 inh: blocks beta-arrestin peptide binding to AP2 adaptin; inhibition, % at 10 µM; actives 0.31% (n = 340,000); FITC-arrestin peptide / GST-AP2 beads, flow cytometry; AP2 beta2 appendage carries R879A mutation; AID 504490;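 active = inhibition above a set limit, near 3 SD of compounds lacking own fluorescence, cut at about 54% in these data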;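 note: plate controls were DMSO wells for no effect and 5 µM unlabelled arrestin peptide for full effect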
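System: GST-AP2 R879A bound to glutathione beads, E. coli-expressed. Also added: 50 nM FITC-arrestin peptide. Schedule: compound with beads 12 min RT, then probe 1 h RT. Signal: bead flow cytometry, FITC channel. Read-out basis: percent response.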
E coli growth: counter-screen for AddAB inhibitors: E. coli growth inhibition | E. coli V3065 growth, OD600 absorbance, 18 h | inhibition, % at 11.9 µM | actives 0.27% (n = 330,000) | AID 449728;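 active = inhibition above the campaign's mean inhibition across all tested compounds plus 3 SD, cut at about 9.9% in these data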;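 note: uninfected addAB+ strain grown without phage in ampicillin broth; 0% = DMSO wells and 100% = ciprofloxacin 0.95 µg/ml wells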
PKA-R1A activ: activators of PKA-R1A complex. PKA-R1A dissociation, Cy5-IP20 fluorescence polarization; scaled: DMSO 0%, 113 µM cGMP 100%. activation, % at 11.4 µM. actives 0.083% (n = 340,000). AID 504707;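 active = percent activation above the mean of all tested compounds plus 3 SD, cut at about 19% in these data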;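 note: higher means more PKAc released from R1A so a rise in polarization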
MOR-DOR inv ag: mu-delta opioid heterodimer inverse agonism; cell-based MOR-DOR heterodimer luminescence; inhibition, % at 9.3 µM; actives 0.21% (n = 340,000); in the data active = inhibition above about 22%, passing the limit was not always enough;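 note: 0% = cells with DMSO and 100% = wells without cells with DMSO; values of inactives mirror those of a sister screen read the other way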
DSG3 Ab inh: human desmoglein-3 autoantibody binding inhibition; binding (percent of control), % at 10 µM; actives 0.48% (n = 310,000); DSG3-coupled beads, scFv-anti-DSG3-GFP binding, flow cytometry; stronger effect = lower value; AID 588358; P32926;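 active = binding more than 3 SD below its plate's average and above zero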;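 note: hits lower antibody fragment binding to DSG3; some compounds called inactive have numbers as strong as hits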
Target sequence (P32926 whole entry, looked up, the tested form may be a part): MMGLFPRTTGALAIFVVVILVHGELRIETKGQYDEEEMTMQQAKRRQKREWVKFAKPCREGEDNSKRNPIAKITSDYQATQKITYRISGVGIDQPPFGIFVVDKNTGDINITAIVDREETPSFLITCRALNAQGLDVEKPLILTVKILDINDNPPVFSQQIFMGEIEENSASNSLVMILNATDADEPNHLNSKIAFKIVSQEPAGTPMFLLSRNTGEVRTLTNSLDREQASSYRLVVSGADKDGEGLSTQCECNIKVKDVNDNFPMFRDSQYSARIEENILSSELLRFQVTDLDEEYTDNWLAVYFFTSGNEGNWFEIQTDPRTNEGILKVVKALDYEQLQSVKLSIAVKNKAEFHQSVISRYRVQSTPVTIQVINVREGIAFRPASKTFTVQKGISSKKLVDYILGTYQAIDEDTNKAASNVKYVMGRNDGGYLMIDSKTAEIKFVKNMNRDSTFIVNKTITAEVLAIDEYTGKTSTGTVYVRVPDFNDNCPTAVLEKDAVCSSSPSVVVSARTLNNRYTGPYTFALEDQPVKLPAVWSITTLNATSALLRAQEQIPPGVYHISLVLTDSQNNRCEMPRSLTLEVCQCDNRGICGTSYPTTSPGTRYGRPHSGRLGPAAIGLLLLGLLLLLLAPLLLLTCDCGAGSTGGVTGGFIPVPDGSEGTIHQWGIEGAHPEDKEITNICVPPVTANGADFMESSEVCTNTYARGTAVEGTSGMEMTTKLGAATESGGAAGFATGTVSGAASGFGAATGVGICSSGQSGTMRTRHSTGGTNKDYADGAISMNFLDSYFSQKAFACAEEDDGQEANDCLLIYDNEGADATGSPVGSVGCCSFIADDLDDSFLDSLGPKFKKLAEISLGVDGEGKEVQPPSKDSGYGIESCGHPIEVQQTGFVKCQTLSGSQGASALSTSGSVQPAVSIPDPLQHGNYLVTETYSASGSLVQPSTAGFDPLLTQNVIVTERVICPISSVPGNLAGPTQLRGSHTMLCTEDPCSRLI
AddAB inh: less growth of phage-infected E. coli with AddAB | E. coli expressing H. pylori AddAB, absorbance growth | inhibition, % at 11.9 µM | actives 0.29% (n = 330,000); in the data active = inhibition above about 12%;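 note: 0% = vehicle wells of infected cells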
* marks the source's active call; other numbers are inactive results; . = no result given; & = joins results of further samples.

SMILES,Mot1-301 SUMO,Tat transport,MOR-DOR ag,PfHsp90 yeast 2,phage Ecoli inh,Arrestin-AP2 inh,E coli growth,PKA-R1A activ,MOR-DOR inv ag,DSG3 Ab inh,AddAB inh
CC1(C)C2([N+](=O)[O-])CN3CC1([N+](=O)[O-])CN(C2)C3c1cccnc1 (stereo unspecified),24,0,-0.1,6,5.1,6,-0.1,5,0,.,2.1
NP(=O)(OCCCCc1ccccc1)Oc1ccccc1Cl (stereo unspecified),20,11,1.5,50,0.8,12,-0.8,2,-8,100,0.6
Cc1nc2cc(C(=O)N3CCC4(CC3)OCCO4)ccc2n1-c1cccc(F)c1,-9,1,-1.6,13,1.8,-11,-0.9,-7,9,103,1.7
CC1=CC2OC3CC4OC(=O)C=CC=CC(=O)OCCC(C)C(O)C(=O)OCC2(CC1)C4(C)C31CO1 (stereo unspecified),.,1,2.1,105*,0.3,-15,.,0,-9,82,.
CC(Cc1ccccc1)NC(=O)CCCCC(=O)NC(C)Cc1ccccc1 (stereo unspecified),2,1,0.3,22,14*,4,0.4,12,-2,117,0.0
CCCC(=O)NC1=C(N2CC2)C(=O)C(NC(=O)CCC)=C(N2CC2)C1=O,.,3,4.0,.,2.2,11,.,0,-21,93,.
O=C(c1cccnc1)c1cc2ccccc2[nH]1,50,6,-3.6,-16,2.5,-4,-1.9,-10,20,135,-0.6
O=C1NC(=O)N(CCNc2ncc(C(F)(F)F)cc2Cl)C(=O)C1Cc1ccc(Cl)cc1 (stereo unspecified),11,-7,1.6,-32,3.2,23,0.9,2,-11,88,1.0
CCOc1ccccc1CNCCc1ccc2c(c1)OCO2,2,-2,-2.7,-15,-0.9,1,1.5,0,12,100,3.0
COC(=O)C1=C(c2cccc(OC)c2OC)C[C@@H]2CC[C@H]1N2C(=O)N1CCCC1,-15,0,-0.9,8,-0.3,-8,0.7,-14,5,104,2.4
COC(COC(N)=O)C1=C(N2CC2)C(=O)C(C)=C(N2CC2)C1=O (stereo unspecified),.,-1,2.9,-2,0.6,-18,.,0,-13,85,.
Cc1cc(OC(C)C(=O)NCc2ccncc2)c2c3c(c(=O)oc2c1)CCC3 (stereo unspecified),-4,4,-2.8,-6,1.4,-14,3.0,0,15,99,1.6
O=c1[nH]c(=S)n(CCC2=CCCCC2)c(O)c1/C=N/Nc1ccccc1,6,-5,-3.4,11,0.1,10,-1.3,-8,18,88,-2.5
Cc1cccc(N2C(=O)/C(=C/c3ccc(N4CCN(C)CC4)o3)C(=O)NC2=S)c1C,12,-4,-0.7,17,3.1,-2,-3.0,-1,4,151,2.4
Cc1cccc(OP(=O)(Oc2cccc(C)c2)OC(c2ccccc2)C(F)(F)F)c1 (stereo unspecified),-18,3,0.1,4,2.4,3,3.3,11,-1,.,3.3
CC1(C(O)(C#CCN2CCCCC2)c2ccccc2)CCCC1 (stereo unspecified),17,4,8.5,11,0.6,1,0.9,0,-46,105,2.5
Cc1ccc(OP(=O)(O)Oc2ccc(C)cc2)cc1,-31,-3,-2.2,-14,1.2,3,0.0,0,12,97,1.1
Fc1ccc(C2=CCN(C(c3cccs3)c3nnnn3CCc3ccccc3)CC2)cc1 (stereo unspecified),22,-8,-0.1,-25,0.9,4,-0.6,5,0,100,1.2
NC(=O)c1ccc(N)nc1,.,-5,-1.0,11,3.8,-3,.,3,5,101,.
CCC(=NCc1cc(OC)cc(OC)c1)c1c(O)[nH]c(=O)[nH]c1=O,1,-2,1.2,-8,1.2,3,1.1,-4,-6,.,2.1
COCCCN1Cc2ccccc2C1=N,-21,2,-1.5,-7,0.3,2,0.2,3,8,82,0.4
O=C(Nc1ccccc1)N1CCC2(CC1)OCCO2,0,-5,-2.9,.,5.2,21,1.2,-9,18,86,0.8
CCn1c(O)c(/C=N/NC(=O)c2ccccc2)c(=O)n(CC)c1=S,20,.,.,.,-0.2,-2,-0.6,.,.,107,1.1
O=C1NC(=S)N(c2ccc(Cl)cc2)C(=O)/C1=C/N1CCN(C(=O)c2ccco2)CC1,5,-5,0.9,15,3.6,-4,2.2,4,-5,103,-0.6
CC(=O)OC(C)(C)/C=C/C(=O)C(C)(O)C1[C@H](O)C[C@@]2(C)C3CC=C4C(CC[C@@H](O)C4(C)C)[C@]3(CO)C(=O)C[C@]12C (stereo partly specified),-7,6,-1.5,26,0.4,25,-1.2,-6,7,119,3.2
CN1CCN(c2nc3c(c(=O)[nH]2)CCC3)CC1,37,-8,-2.6,12,1.0,5,-0.7,-1,13,99,4.0
CN(C)CC1Oc2ccccc2OC1(O)c1ccccc1 (stereo unspecified),.,-10,-0.7,102*,1.9,32,.,3,3,112,.
O=C1C2CCCN2C(c2cccc(Cl)c2)N1c1ccccn1 (stereo unspecified),-19,2,-1.6,.,3.2,-6,0.0,-8,9,.,2.4
O=C(Cn1ncc2ccsc2c1=O)N1CCC2(CC1)OCCO2,2,1,-1.3,1,.,-1,-0.8,3,7,103,-1.1
CC(=O)OC1C2CCC1C(N1CCCC1)CC2 (stereo unspecified),304,-2,-2.0,6,0.0,-2,-1.4,-5,9,110,1.1
N#C/C(N)=C(/N)C#N,-26,-6,-3.1,11,2.3,17,-1.2,-7,17,105,-0.2
CCC(=O)OC1(Cc2ccc(CC)cc2)CC(C)N(C)CC1C (stereo unspecified),-18,1,20*,5,2.4,-3,-1.3,5,-106,109,-0.8
CC(C)c1ccccc1NC1=NCCCS1,-2,2,-2.1,1,1.9,1,0.4,-3,14,.,2.9
CCN(CC)C(=O)c1ccc(NC(=O)c2ccc(-n3cncn3)c([N+](=O)[O-])c2)cc1,2,-11,-2.5,.,1.4,25,0.0,-7,14,100,1.7
CCC(=NCc1ccco1)c1c(O)n(-c2ccc(Cl)cc2)c(=O)[nH]c1=O,-1,-6,-2.3,5,2.3,-5,0.1,-4,12,.,3.1
CCN(CC)CCCOC(=O)C(OC)(c1ccccc1)c1ccccc1,-6,0,-4.5,-7,1.1,-14,-2.5,-14,21,122,-1.3
CC(=O)O[C@H]1C(=O)[C@@]2(C)C([C@H](OC(=O)c3ccccc3)[C@]3(O)C[C@H](OC(=O)[C@H](O)[C@@H](NC(=O)Cc4ccccc4)c4ccccc4)C(C)=C1C3(C)C)[C@]1(OC(C)=O)CO[C@@H]1C[C@@H]2O (stereo partly specified),-2,4,-2.2,-12,2.8,4,-0.8,-3,12,97,3.4
COC(=O)C1=C(c2ccc(S(C)(=O)=O)cc2)C[C@@H]2CC[C@H]1N2C(=O)NCc1cccc2ccccc12,50,5,-1.7,-18,-1.3,-2,-0.6,-1,10,104,2.9
O=c1[nH]c(CN2CCNCC2)nc2ccccc12,-3,-10,4.3,0,-0.5,2,-0.4,-6,-23,95,1.3
C(#CCN1CCOCC1)COCc1ccccc1,8,-1,-2.3,1,4.4,-6,1.9,-4,13,110,-0.8
CN1CCc2nc3ccc(F)cc3c(C(N)=O)c2C1,-8,4,-4.3,15,2.2,28,-3.9,-6,18,105,2.4
CC1C(c2ccccc2)OCCN1C (stereo unspecified),.,-7,-3.6,-22,2.4,-11,.,0,16,104,.
CN1CCN(c2ccc([N+](=O)[O-])c3no[n+]([O-])c23)CC1,233,51*,12,-263,30*,-13,103*,-1,-56,119,102*
O=S(=O)(c1ccccc1)N1CCCCC1c1cccnc1 (stereo unspecified),248,4,-4.7,-2,2.0,7,1.5,-4,26,102,2.4
Cc1ccc(S(=O)(=O)N(C)C/N=C(\N)N[N+](=O)[O-])cc1,137,6,.,7,2.6,44,-0.3,.,.,99,-0.7
COC(=O)C1=C(c2ccccc2OCc2ccccc2)C[C@@H]2CC[C@H]1N2C(=O)NCc1ccc(Cl)cc1,14,5,1.9,-28,-1.1,12,2.5,2,-11,102,-1.9
COc1ccccc1OP(=O)(Nc1ccc(Br)cc1)Oc1ccccc1OC,5,1,9.2,-25,0.4,1,1.1,-16,-46,115,-1.0
CN1CCC2(CC1)C(C#N)=C(N)NC(S)=C2C#N,16,4&-9,2.7&2.8,-2&-6,2.4&2.4,-17&8,1.6&0.0,0&0,-14&-20,92&99,-2.0&-0.9
O=C(NC(C(Cl)Cl)N1CCOCC1)c1ccccc1 (stereo unspecified),16,-6,-2.9,4,5.7,-3,-0.4,-1,15,95,-1.6
CN1OC[C@@H]2COc3ccc4ccccc4c3[C@@H]21,23,-14,-1.6,-45,4.4,-6,-0.2,-9,8,106,2.9
Cc1cccc(N=Cc2c(O)n(-c3ccccc3C)c(=O)[nH]c2=O)c1,280*,3,-1.3,-9,1.6,-1,-3.9,2,7,103,1.3
CCc1c(C)nc(N)nc1N1N=C1SCC#N,-3,3,-3.5,-6,2.9,6,-2.6,-1,19,97,2.3
COc1ccc(-c2nc(CSCC(=O)N3CCC4(CC3)OCCO4)c(C)o2)cc1OC,-3,-6,-0.9,.,1.2,-9,0.0,4,5,.,-0.2
Cc1nc2ccccc2c(=O)n1-c1ccc(Br)cn1,-8,11,.,3,0.4,38,0.2,.,.,91,2.5
Cc1ccc(N=Nc2c(O)[nH]c(=O)[nH]c2=O)c([N+](=O)[O-])c1,5,6,-3.0,.,3.7,4,0.7,-13,17,92,4.8
CC(C)n1c(O)c(C=NCc2cccnc2)c(=O)[nH]c1=S,-11,-5,-1.3,1,-1.2,-1,2.1,2,7,115,2.9

Other structures.
SMILES,Mot1-301 SUMO,Tat transport,MOR-DOR ag,PfHsp90 yeast 2,phage Ecoli inh,Arrestin-AP2 inh,E coli growth,PKA-R1A activ,MOR-DOR inv ag,DSG3 Ab inh,AddAB inh
CN1CC(C(=O)c2cccs2)C(c2ccc(Cl)cc2)C1 (stereo unspecified),-23,-5,-3.1,44,3.4,-7,-0.2,-6,14,102,1.7
CC(CCN1CC1)=NNC(=O)Nc1cccc2ccccc12,.,7,-2.1,19,0.7,-7,.,4,10,.,.
CCCCc1nc2ccccc2c(=O)n1-c1ccc(Cl)cc1[N+](=O)[O-],3,1,3.3,23,1.4,-5,2.4,-4,-17,95,1.6
CC(=O)O[C@@]12CO[C@@H]1C[C@H](O)[C@@]1(C)C(=O)[C@H](O)C3=C(C)[C@@H](OC(=O)[C@H](O)[C@@H](NC(=O)c4ccccc4)c4ccccc4)C[C@@](O)([C@@H](OC(=O)c4ccccc4)C12)C3(C)C (stereo partly specified),14,-1,-1.7,-20,0.5,4,-1.8,2,10,96,-0.2

This is a subset; count on the stated rates, not on these rows.
